# miR-122 sensor: miR-122 inhibition in Huh7 cells; actives 0.3% (n = 340,000); AID 602342; Huh7 miR-122 Renilla luciferase sensor, 48 h; neutral wells = 0, positive control = 100; activation (reporter increase), % at 12.5 µM;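 active = mean replicate activation score at least 90 and every replicate individually at or above 90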;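 also: higher luciferase means less miR-122 activity so hits act as miR-122 inhibitors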
# C2C12 statin: suppressors of simvastatin-induced myotoxicity in C2C12 myotubes; ATP luminescence, 48 h; scaled: DMSO 0, geranylgeraniol control 100; rescue of ATP level, % at 7.49 µM; actives 0.78% (n = 330,000);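 active = mean ATP rescue above about 67%, or every replicate alone reaching that limit, limit read from the data, passing the limit was not always enough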;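 also: myotubes were challenged with 10 µM simvastatin during compound exposure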
# Cneo AK release: Cryptococcus neoformans lysis via adenylate kinase release; AID 651654; C. neoformans lysis, adenylate kinase release luminescence, 4 h; normalised: neutral wells 0, clomiphene wells 100; actives 0.2% (n = 360,000); lysis activity, % at 15 µM;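 active = mean lysis activity across replicates of at least 80%, whatever share of replicates individually reach that level; inactive = mean lysis activity below 80%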
#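 Test system: log-phase Cryptococcus neoformans yeast cells; Quantity: yeast cell density of 5 × 10^6 cells/mL; Buffer or medium: YPD; Doses: single compound concentration per well; Timing: 4 h at 37 °C static, read 1 h later; Measured by: AK luminescence; Read-out basis: lysis from increased AK signal; Control set: Clomiphene as positive control.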
# CFTR F508del cor: CFTR F508del correction in bronchial cells; activity (quench increase), % at 7.58 µM; CFBE cells, YFP halide quenching; stimulated with forskolin plus potentiator P3; % fluorescence drop versus neutral controls; actives 0.36% (n = 350,000);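 active = mean added fluorescence quench of at least 8% versus neutral control, with both replicates also reaching 8%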;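 also: cells transiently co-express mutant CFTR-F508del with the halide-sensitive YFP; corrector assay measuring rescue of mutant channel to the surface after 24 h compound exposure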
# GSIS activator: primary screen for activators of insulin secretion dependent on glucose, INS-1E cells, GLuc reporter luminescence. AID 743287. actives 0.61% (n = 370,000). INS-1E GLuc reporter insulin secretion, 2-3 h. activation, % at 16.6 µM;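 active = lowest replicate activation of at least 40%, so every replicate reaches that level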;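 also: 0% = median of neutral control wells and 100% = median of IBMX positive control wells; some compounds called inactive have numbers as strong as hits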
# PglD DTNB: PglD (C. jejuni) enzyme inhibition; inhibition, % at 12.5 µM; purified PglD enzyme, DTNB colorimetric CoA detection; actives 0.098% (n = 360,000); in the data active = inhibition above about 16%, passing the limit was not always enough; also: strong numbers were not always called active
# FN deposition inh: fibronectin deposition inhibition | AH1F fibroblasts, Alexa488-fibronectin deposition fluorescence, overnight | actives 0.086% (n = 350,000) | inhibition, % at 12.6 µM;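 active = mean inhibition across replicates of 30% or more, regardless of how many single replicates reach that level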;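 also: positive control wells lacked labelled fibronectin entirely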
#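 Test system: AH1F fibroblast monolayer depositing Alexa488-labelled fibronectin into matrix. Input: 10000 cells per well. Technique: fluorescence, ex 485 nm, em 525 nm. Buffer or medium: DMEM plus 2% serum, read in PBS. Timing: 1 h cell adhesion before compound, then overnight fibronectin incubation. Compound: single dose, pinned. Read-out basis: inhibition from reduced deposited-fibronectin fluorescence.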
# PGC1a acetyl inh: PGC1a acetylation modulation, inhibitor mode; AID 651687; U2OS PGC1a acetylation, AlphaScreen anti-acetyl-lysine; with virally co-expressed GCN5 acetyltransferase; actives 0.17% (n = 350,000); inhibition, % at 15.6 µM;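 active = every replicate shows inhibition of at least 40%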;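 also: 0% = neutral control wells and 100% = positive control wells; some results beyond the cut were filed as inactive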
# Starred values were filed as active, the others as inactive; · = no result given; & = joins results of further samples; [ ] = another dose, or the depositor's remark.
SMILES,miR-122 sensor,C2C12 statin,Cneo AK release,CFTR F508del cor,GSIS activator,PglD DTNB,FN deposition inh,PGC1a acetyl inh
O=C(COC(=O)c1ccc([N+](=O)[O-])s1)NNC(=O)c1ccccc1,·,9,2,·,·,0,·,1
COc1ccc(C(=O)NCc2csc(C)n2)cc1OC1CCN(C(C)=O)CC1,-9,3,0,0.4,7,2,-4,-1
CNC[C@H]1Oc2ccc(NC(=O)NC3CCCCC3)cc2CC(=O)N([C@H](C)CO)C[C@H]1C,5[16.7 µM],-17,-4,1.5,-7,1,1,3
C[C@H]1CCCCO[C@H](CN(C)C(=O)Nc2ccccc2)[C@@H](C)CN([C@@H](C)CO)C(=O)c2cc(NC(=O)CCC(F)(F)F)ccc2O1,3[16.7 µM],·,1,-2.0,-14,1,-10,4
OCC1(Cc2ccccc2)CCN(CCCC2CCCC2)CC1,1,-10,10,-3.5,7,-8,-19,-8
C[C@@H]1CN([C@@H](C)CO)C(=O)c2cc(NC(=O)C3CC3)ccc2O[C@H]1CN(C)Cc1ccc(C(=O)Nc2ccccc2N)cc1,4[16.7 µM],25,2,-1.5,9,-3,·,3
Cc1ccc2nc(NCc3ccccc3)c(C=NCc3ccccc3)c(=O)n2c1,-4,·,0,·,·,·,4,11
Cc1ccccc1C(=O)Nc1ccnc(-c2ccncc2)n1,·,·,·,-2.0,6,·,-1,-11
COc1cc2c(cc1OC)C(c1cccs1)CC(=O)N2 (stereo not given),-13,12,-1,·,·,-3,10,12
CN1CCN(/N=C/c2nc(-c3ccccc3)n3ccccc23)CC1,3,·,-1,·,-4,14,3,-7
COC(=O)C1=C(CSCc2ccco2)NC(=O)NC1c1cc(C)ccc1C (stereo not given),2,134*,-9,·,·,-1,·,-10
N#C[C@H]1[C@@H](c2ccccc2)[C@@H](CO)N1C(=O)Cc1ccccc1,·,9,101*,-0.1,-2,-5,-4,-9
Cc1ccc(-n2cnc3c(sc4nccc(N(C)C)c43)c2=O)cc1,0,5,2,·,-4,-17,·,12
Cc1ccc(NS(=O)(=O)c2cc(C(=O)NCCCN(C)C)ccc2Cl)cc1Cl,13,-2,6,-2.4,-16,-8,2,-3
O=C(NC[C@H]1N[C@H](CO)[C@@H]1c1ccc(-c2ccccc2)cc1)c1cccc(F)c1,-7[16.7 µM],8,-2,-0.5,3,5,-10,0
O=C(Nc1ccc2c(c1)OCO2)Nc1ccc2c(c1)OCO2,·,·,0,-1.4,-5,3,6,·
Cc1nc2cc(-c3ccccc3)nn2c(C)c1CCC(=O)NC(C)c1ccc2c(c1)OCCO2 (stereo not given),-5,·,0,2.8,-5,0,4,5
CCOC(=O)c1c(C)[nH]c(C(=O)OCC(=O)NC(C)C)c1C,2,·,·,0.2,8,·,·,7
C[C@@H]1CN([C@@H](C)CO)C(=O)c2cc(NC(=O)C3CCCCC3)ccc2O[C@@H]1CN(C)S(C)(=O)=O,4[16.7 µM],-4,0,0.8,19,2,·,·
NC(=O)CC1(c2ccccc2)CCCCC1,-2,-7,1,0.8,·,-1,2,·
CCOC(=O)N1CCN(C(=O)c2ccc(Cn3c(=S)[nH]c4ccc(Br)cc4c3=O)cc2)CC1,3,-49,0,6.6,17,-5,-10,·
c1ccc(-c2noc(-c3cccc4ccccc34)n2)cc1,4,4,2,·,·,·,·,7
O=C(OCCN1CCCCC1)c1cccc(Cl)c1,0,-2,-2,-0.9,4,0,-4,17
CC1CCN(C(=O)C2CCCN(S(C)(=O)=O)C2)CC1 (stereo not given),-4,6,1,-2.9,14,0,·,·
O=C(Cc1cccs1)NC1(C(=O)NC2CCCC2)CCCCC1,-5,9,1,-1.4,·,4,2,7
Cc1cc(NC(=O)c2ccccc2Cl)no1,-5,-4,-3,·,·,5,·,1
Cc1nn(-c2ccc(Cl)cc2)c(=O)c2c(C)noc12,·,11,1,-1.5,·,1,6,4
C[C@H]1CN([C@@H](C)CO)C(=O)c2cc(N(C)C)ccc2O[C@@H]1CN(C)S(=O)(=O)c1ccccc1,7[16.7 µM],43,50,2.5,7,-4,·,-2
COCC#Cc1cnc2c(c1)C(=O)N([C@@H](C)CO)C[C@@H](C)[C@H](CN(C)C(=O)Nc1ccc(OC)cc1)O2,-1[16.7 µM],6,1,-1.7,8,0,·,10
COc1ccccc1N1CCN(C(=O)C2C3C=CC4(CN(Cc5ccccc5Cl)C(=O)C24)O3)CC1 (stereo not given),4,-11,-3,·,-8,1,5,-30
CC1CCCC(NC(=O)CN(C)S(=O)(=O)c2cnc[nH]2)C1C (stereo not given),0,·,·,-0.9,3,·,-10,·
CCc1n[nH]c2c1/C(=N/O)CCC2,-5,87*,2,·,·,4,·,-2
CCOC(=O)C1(C)CCCCCN1C(=O)/C=C/c1ccccc1 (stereo not given),4,1,-1,2.7,-4,1,5,9
CCCC(=O)Nc1ccc2c(c1)C(=O)N(C)C[C@@H](OC)[C@@H](C)CN(CCC(F)(F)F)[C@H](C)CO2,·,7,0,-0.9,-10,2,-4,-11
O=C(Nc1cccc(F)c1)c1ccco1,-2,6,7,-0.5,1,6,-10,-6
Cc1ccc(Oc2ccccc2)c(NC=O)c1,2,36,·,·,16,·,·,-3
O=C(Cc1coc2ccc3ccccc3c12)N1CCN(c2ncccn2)CC1,-5,10,-1,·,-8,-3,·,-16
Cc1ccc([C@@H]2C[C@H]3[C@@H](CN2S(=O)(=O)c2ccc(Cl)cc2)C(=O)C[C@@H](c2ccccc2)N3S(=O)(=O)c2ccc(C)cc2)cc1,-1,-2,-1,2.4,5,0,·,13
Cc1ccc(S(=O)(=O)Nc2cccc(C(=O)NCCCn3ccnc3)c2)cc1F,·,-1,·,-2.9,-4,·,-3,·
COc1ccc(NC(=O)N(C)C[C@@H]2Oc3ccc(NC(=O)CCN4CCOCC4)cc3C(=O)N([C@@H](C)CO)C[C@@H]2C)cc1,5[16.7 µM],2,6,0.3,8,2,-16,-12

# In a second layout: entries from further up.
structure | miR-122 sensor | C2C12 statin | Cneo AK release | CFTR F508del cor | GSIS activator | PglD DTNB | FN deposition inh | PGC1a acetyl inh
CC1CCCC(NC(=O)CN(C)S(=O)(=O)c2cnc[nH]2)C1C (stereo not given) | 0 | · | · | -0.9 | 3 | · | -10 | ·
CCc1n[nH]c2c1/C(=N/O)CCC2 | -5 | 87* | 2 | · | · | 4 | · | -2
CCOC(=O)C1(C)CCCCCN1C(=O)/C=C/c1ccccc1 (stereo not given) | 4 | 1 | -1 | 2.7 | -4 | 1 | 5 | 9
CCCC(=O)Nc1ccc2c(c1)C(=O)N(C)C[C@@H](OC)[C@@H](C)CN(CCC(F)(F)F)[C@H](C)CO2 | · | 7 | 0 | -0.9 | -10 | 2 | -4 | -11

# (list continues)
SMILES,miR-122 sensor,C2C12 statin,Cneo AK release,CFTR F508del cor,GSIS activator,PglD DTNB,FN deposition inh,PGC1a acetyl inh
COc1ccccc1-n1c(SCC(=O)NC2CCS(=O)(=O)C2)nc2ccccc2c1=O (stereo not given),3,-3,-4,0.4,-8,4,-2,-11
O=C(CCN1CCCCC1)N[C@@H]1CC[C@@H](CCNS(=O)(=O)c2ccc(Cl)cc2)O[C@@H]1CO,·,-1,-4,-1.2,-10,1,·,10
O=C(C[C@@H]1CC[C@@H]2[C@H](COC[C@H](O)CN2Cc2ccc(Oc3ccccc3)cc2)O1)N1CCOCC1,-1[16.7 µM],29,-5,0.7,1,-2,1,1
Cc1cc(Cl)ccc1OCC(=O)N/N=C/c1ccc(OC2OC(CO)C(O)C(O)C2O)cc1 (stereo not given),·,·,·,-1.8,-3,·,-5,-6
CCCCNC(=S)NC(=O)c1ccc(Cl)cc1Cl,7,23,5,·,·,-3,·,14
Cc1oc(-c2cccs2)nc1CS(=O)CC(=O)NC1CCCCCC1 (stereo not given),·,3,1,3.7,·,2,-12,·
COc1ccc(CNC(=O)CCC(=O)c2ccccc2)cc1,0,11,0,0.6,-1,-9,1,-2
Cn1c(C=O)c(-c2ccc3c(c2)OCCO3)c2ccccc21,·,-5,0,1.5,20,-4,8,·
Cc1cccc(OC(C)C(=O)Nc2ccc3c(c2)OCCO3)c1 (stereo not given),-1,11,-1,-4.0,-4,-5,·,2
C[C@@H]1CN([C@@H](C)CO)C(=O)c2cc(C#Cc3cccc(F)c3)cnc2O[C@H]1CN(C)C(=O)c1ccccc1F,0[16.7 µM],36,-4,-0.6,-13,3,-4,2
CC(=O)c1c(C)[nH]c(C(=O)NNC(=O)COc2cc(C)cc(C)c2)c1C,-4,-10,-1,-2.8,-12,0,4,3
O=C(Cn1ncc(Cl)c(Cl)c1=O)N1CCN(S(=O)(=O)c2ccc3ccccc3c2)CC1,2,-27,-3,·,-1,1,5,77*
COc1ccc(OCC(=O)NCCS(=O)(=O)N2CCN(c3ccc(F)cc3)CC2)cc1,-4,14,-1,-2.0,4,2,-1,10
CCc1cnc(N2[C@H](CO)[C@H](c3ccc(C#CCC4CCCC4)cc3)[C@@H]2C#N)s1,·,-15,14,-0.1,5,-2,-2,1
COc1ccc(S(=O)(=O)Nc2cccc3c2O[C@H](CN(C)Cc2ccc(C(=O)O)cc2)[C@@H](C)CN([C@H](C)CO)C3=O)cc1,18[16.7 µM],1,3&-2,-2.6&-4.2,30&6,7&-5,-4&9,5&9
O=C(Nc1cccc(C(F)(F)F)c1)c1cc[n+]([O-])cc1,-6,-4,·,2.5,24,·,3,1
O=S(=O)(c1ccc(F)cc1)N1CC[C@H]2[C@H](CO)Nc3ccc(Br)cc3[C@H]21,2[16.7 µM],27,-5,0.7,-17,1,20,-14
O=C1OCCC1Sc1nnnn1-c1ccccc1 (stereo not given),-5,7,0,·,·,8,1,15
O=C(CSc1nncs1)Nc1cc(-c2ccccc2)nn1-c1ccccc1,-3,3,-3,·,3,-13,-2,-7
O=C(OCc1ccccc1)c1ccccc1,1,-3,1,-0.5,22,-6,·,-8
C[C@H](CO)N1C[C@H](C)[C@H](CN(C)Cc2ccc(-c3ccccc3)cc2)Oc2c(NC(=O)Nc3ccc(C(F)(F)F)cc3)cccc2C1=O,-8[16.7 µM],24,1,-0.3,-18,0,·,-15
COc1cc2cncc(Cc3ccc(Cl)cc3)c2cc1OC,·,-51,3,·,·,-4,·,21
Cc1ccc(C)c(NC(=S)NCC(c2ccccc2)N(C)C)c1 (stereo not given),-2,-5,0,3.3,23,-3,3,·
CO[C@@H]1CN(C)C(=O)c2ccc(NC(C)=O)cc2OC[C@H](C)N(C(=O)Cc2ccccn2)C[C@H]1C,·,-15,-5,-0.2,11,0,0,5
CCc1cccc(N(C(=O)c2csnn2)C(C(=O)NC2CCCCC2)c2cccnc2)c1 (stereo not given),-6,6,0,-2.5,3,-1,2,2
O=C1COc2ccc(C(=O)COC(=O)CCOc3ccccc3)cc2N1,·,1,1,0.2,5,-6,5,-10
O=C(c1ccco1)N(Cc1cccnc1)C(c1ccccc1)c1nc2ccccc2[nH]1 (stereo not given),5,-5,2,2.7,-18,-2,-12,-10
COC(=O)Cc1ccc(NC(=S)N2CCN(C(=O)C3CCCO3)CC2)cc1 (stereo not given),-12,·,-1,0.6,-9,0,5,-2
C[C@H]1CN([C@@H](C)CO)C(=O)c2cc(NC(=O)Nc3ccc(C(F)(F)F)cc3)ccc2O[C@@H]1CN(C)Cc1ccc(Cl)c(Cl)c1,0[16.7 µM],-52,-1,4.2,-3,-5,-11,1

# Bioassay records from PubChem.
